Hck Nef HTS = inhibitors of human Hck kinase activated by Nef | P08631 | Recombinant Hck-YEEI plus Nef, Z-Lyte FRET kinase assay | inhibition, % at 20 µM | 0.68% of 220,000 active;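 active means Hck-Nef kinase inhibition above about 50%, limit read from the data; inactive means inhibition below that limit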;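 further: 0% = DMSO with Hck plus Nef and 100% = Hck alone without Nef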
NCF1 inh = inhibitors of human p47phox binding; P14598; p47phox/p22phox peptide binding, fluorescence polarization, 2 h; inhibition, % at 24.7 µM; 0.53% of 220,000 active; AID 1274;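 active means inhibition above about 30%, limit read from the data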;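 further: 0% = p47phox with labelled peptide and 100% = labelled peptide alone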
EBV gp42 inh = blocks Epstein-Barr virus glycoprotein 42 binding | Fluorescence polarization binding assay, mP read-out | Q1HVG2 | inhibition, % (tested at 21.74 µM) | 0.42% of 220,000 active; in the data active means inhibition above about 50%
Target sequence (Q1HVG2 whole entry, looked up): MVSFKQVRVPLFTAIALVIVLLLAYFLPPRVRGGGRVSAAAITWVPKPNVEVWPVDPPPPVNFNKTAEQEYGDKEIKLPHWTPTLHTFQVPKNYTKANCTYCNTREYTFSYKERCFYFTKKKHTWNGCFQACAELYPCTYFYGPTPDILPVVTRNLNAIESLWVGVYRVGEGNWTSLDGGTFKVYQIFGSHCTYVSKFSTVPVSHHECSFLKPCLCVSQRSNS
MDM2 E3 inh = blocks human Mdm2 ubiquitin ligase activity. cell-based MDM2 ubiquitination luciferase reporter, 2 h; 0 = plate control, 100 = twice control, blank-subtracted. signal enhancement, % at 5 µM. 0.11% of 210,000 active;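 active means signal enhancement of 30% or more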;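 further: luminescence tracks abundance of the self-degrading MDM2-luciferase fusion protein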
Target sequence (Q00987 whole entry, looked up, the tested form may be a part): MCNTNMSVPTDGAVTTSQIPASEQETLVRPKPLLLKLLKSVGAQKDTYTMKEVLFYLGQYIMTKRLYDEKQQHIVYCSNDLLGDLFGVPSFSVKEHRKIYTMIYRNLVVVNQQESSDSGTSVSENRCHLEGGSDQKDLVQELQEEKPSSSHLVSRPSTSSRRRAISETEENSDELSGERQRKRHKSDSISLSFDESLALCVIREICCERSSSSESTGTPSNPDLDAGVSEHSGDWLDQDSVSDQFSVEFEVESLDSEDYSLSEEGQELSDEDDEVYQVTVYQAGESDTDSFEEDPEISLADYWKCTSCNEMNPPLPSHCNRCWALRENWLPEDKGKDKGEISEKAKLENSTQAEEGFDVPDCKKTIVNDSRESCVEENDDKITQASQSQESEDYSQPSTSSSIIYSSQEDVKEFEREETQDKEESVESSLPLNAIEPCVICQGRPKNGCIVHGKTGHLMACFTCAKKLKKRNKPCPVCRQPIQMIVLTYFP
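system = mammalian cells stably expressing self-ubiquitinating, self-degrading MDM2 E3–luciferase fusion | quantity = 2000 cells per well seeded | incubation = 4 h cell settling then 2 h compound exposure, 37 °C | signal = SteadyLite luminescence, 15 min reagent step | benchmarks = plate control and blank wells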
Runt-SMMHC FRET = Runt domain-CBFb-SMMHC interaction inhibition; Cerulean-Runt/Venus-CBFb-SMMHC FRET ratio 530/480, 1 h; 0.74% of 220,000 active; inhibition, % at 20 µM; Q01196+Q13951;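 active means mean inhibition across duplicate retests at 20 µM reaching about 50%, limit read from the data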;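 further: 0% = DMSO wells and 100% = wells with excess untagged CBFb-SMMHC; inhibitors lower the FRET ratio by blocking Runt binding to CBFb-SMMHC; some results filed as inactive read as strong as hits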
Tb hexokinase = blocks Trypanosoma brucei hexokinase 1 activity | recombinant TbHK1, G6PDH-coupled NADH A340 | inhibition, % at 10 µM | 0.11% of 220,000 active | AID 1430;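 active means inhibition of 50% or more in the single-dose primary screen; inactive means inhibition below 50%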
Runt-CBFb FRET = blocks binding of human RUNX1 Runt domain to CBFb. Q01196+Q13951. Cerulean-Runt/Venus-CBFb FRET ratio 530/480, 1 h. inhibition, % at 20 µM. 0.46% of 220,000 active;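 active means inhibition over about 50% at 20 µM in the single-dose screen, limit read from the data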;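 further: 0% = DMSO wells and 100% = excess unlabeled CBFb competitor control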
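Assay system: Cerulean-Runt domain / Medium: Tris 50 mM pH 7.5, KCl, K2SO4, 0.01% BSA / Timing: protein complex preformed 1 h, compound exposure 1 h, room temperature, dark / Measured by: FRET, excitation 422 nm, emission at 530 and 480 nm / Evaluation: loss of energy transfer signal / Control set: 5 µM unlabeled CBFb as full-inhibition high control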
14-3-3 Bad PPI = disrupts binding of bovine 14-3-3 zeta to phospho-Bad peptide. TR-FRET 14-3-3zeta/Dy647-pBad peptide displacement, 1 h. AID 781. inhibition, % at 21.7 µM. 0.71% of 220,000 active;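 active means inhibition above about 70%, limit read from the data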;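 further: 0% = full 14-3-3 plus peptide FRET controls and 100% = background without 14-3-3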
Target sequence (P63103 whole entry, looked up): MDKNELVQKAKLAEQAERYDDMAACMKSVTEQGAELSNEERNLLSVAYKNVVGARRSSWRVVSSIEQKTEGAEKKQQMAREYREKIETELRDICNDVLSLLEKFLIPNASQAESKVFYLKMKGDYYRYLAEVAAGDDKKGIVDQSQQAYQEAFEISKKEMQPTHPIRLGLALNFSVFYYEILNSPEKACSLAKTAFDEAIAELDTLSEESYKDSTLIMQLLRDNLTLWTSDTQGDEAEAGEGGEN
zVAD death inh = blocks zVAD induced death of L929 cells; 0.38% of 220,000 active; L929 zVAD necroptosis rescue, ATP luminescence, 24 h; with zVAD 60 µM; viability rescue, % at 10 µM;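 active means activation, scaled between plate controls, above about 75%, limit read from the data; inactive means activation under that limit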;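 further: 0% = zVAD with DMSO and 100% = DMSO alone without zVAD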
Active calls of the source: *; / = no result given; [ ] = remark or other dose.

Molecule	Hck Nef HTS	NCF1 inh	EBV gp42 inh	MDM2 E3 inh	Runt-SMMHC FRET	Tb hexokinase	Runt-CBFb FRET	14-3-3 Bad PPI	zVAD death inh
Clc1cccc(Cl)c1/C=C/c1nc2ccccc2[nH]1	1	-12	-10	-4	-4	-17	-2	20	1.2
CCCCCCn1c(SCC(=O)c2c(N)n(C)c(=O)n(C)c2=O)nc2ccccc21	1	-8	-5	-3	-4	-3	-4	0	1.7
O=C(NNC(=O)c1nn(-c2ccc(F)cc2)ccc1=O)c1ccc(Cl)cc1	8	7	-15	-3	-8	-31	1	-7	0.1
CC(C)C(NC(=O)c1c(F)cccc1F)C(=O)NCC(c1ccccc1)N(C)C (centres undefined)	15	0	-13	-20	2	13	0	1	0.3
O=C1CCCC(O)=C1C1C2=C(CCCC2=O)Oc2ccccc21 (centres undefined)	0	-11	-13	-13	1	21	-2	5	6.1
O=C(C1CCN(S(=O)(=O)c2cccc3nsnc23)CC1)N1CCN(c2ccccc2F)CC1	0	-9	-36	-21	-1	4	0	-3	-0.3
c1ccc(NCc2nnc3n2CCCCC3)cc1	-2	-9	-14	-16	-3	7	0	-3[fluorescence artefact?]	-0.1
Cc1onc(-c2c(Cl)cccc2Cl)c1C(=O)Nc1ccc2c(c1)OCO2	1	-2	3	-13	0	2	1	12[fluorescence artefact?]	0.9
O=C(Nc1nnc(-c2ccc3c(c2)OCCO3)o1)c1ccc(Cc2ccccc2)cc1	7	-2	-3	-10	0	9	-2	20[fluorescence artefact?]	0.6
CC1(C(=O)Oc2ccccc2)Cc2ccccc2C(=O)O1 (centres undefined)	4	-10	0	-7	-6	-2	3	-4	1.8

(more compounds)
Molecule	Hck Nef HTS	NCF1 inh	EBV gp42 inh	MDM2 E3 inh	Runt-SMMHC FRET	Tb hexokinase	Runt-CBFb FRET	14-3-3 Bad PPI	zVAD death inh
CCOC(=O)[C@H](CCc1ccccc1)N[C@@H](C)C(=O)N1CCC[C@H]1C(=O)O	3	-6	-1	/	2	1	1	10	1.4
CC(C)c1nnc(NC(=O)C2CCN(c3nc4ccccc4s3)CC2)s1	4	-5	0	-7	21	1	-2	9	6.9
Cc1cc(=O)n(CC(=O)Nc2cc(Cl)ccc2C)c(C(C)C)n1	0	1	9	-4	1	1	1	-5	1.3
CC(=O)N1CCN(C2=NC(=O)C(=C3CCCCC3)S2)CC1	8	6	-1	-3	0	4	1	-6	-0.1
CC(=O)Nc1c(O)n(C)c2ccccc12	0	-1	4	-16	0	-4	0	2	6.1
CCCCN(c1ccccc1)S(=O)(=O)N(C)C	6	5	-1	-9	2	-2	0	-11	0.1
O=C(CSc1nnc(-c2ccccn2)n1Cc1ccco1)Nc1ccc2c(c1)OCO2	0	-1	1	-23	3	-5	4	7	0.0
CNC(=O)/C=C1\NC(C)(C)Cc2ccccc21	1	-15	-19	-4	0	-11	0	30[fluorescence artefact?]	-0.2
c1ccc(C(c2nnnn2C2CCCC2)N2CCN(c3ccccc3)CC2)cc1 (centres undefined)	5	-7	-12	0	-1	0	-7	-1	0.1
Cc1ccc(-n2c(N)c(C#N)c(-c3ccc(Cl)cc3)c(C#N)c2=O)cc1	2	-4	-9	-25	1	3	-2	-4	-0.4

Copied from the list:
Cc1cc(=O)n(CC(=O)Nc2cc(Cl)ccc2C)c(C(C)C)n1 in 14-3-3 Bad PPI reads -5
O=C(NNC(=O)c1nn(-c2ccc(F)cc2)ccc1=O)c1ccc(Cl)cc1 in Runt-CBFb FRET reads 1
Cc1onc(-c2c(Cl)cccc2Cl)c1C(=O)Nc1ccc2c(c1)OCO2 in Hck Nef HTS reads 1

Other structures.
Molecule	Hck Nef HTS	NCF1 inh	EBV gp42 inh	MDM2 E3 inh	Runt-SMMHC FRET	Tb hexokinase	Runt-CBFb FRET	14-3-3 Bad PPI	zVAD death inh
Cn1c(=O)n(C)c2cc(S(=O)(=O)Nc3ccccc3)ccc21	24	2	4	-10	3	3	1	-11	52
O=[N+]([O-])/C(N=Nc1ccccc1)=N\Nc1ccccc1	21	-6	-14	-14	2	-8	-1	-1	-0.4
COc1ccccc1N1CC(C(=O)Nc2ccc3c(c2)OCO3)CC1=O (centres undefined)	32	16	-1	-2	3	1	2	2	0.8
S=C(Nc1ccc2c(c1)OCO2)N1CCN(Cc2ccco2)CC1	11	2	-1	-27	1	-9	1	1	-0.7
CCN(CC)C(=O)CCCC(=O)N(CC)CC	18	-3	-13	-3	-1	3	2	-9	0.6
CC12CCC(c3c1nc1ccccc1[n+]3[O-])C2(C)C (centres undefined)	2	1	11	-11	13	-7	-3	-12[fluorescence artefact?]	1.2
COC(=O)CS(=O)(=O)c1cccc2cccnc12	7	0	19	11	3	-4	2	-2	-0.7
CCC(C(=O)OC)n1c(-c2ccccc2)nc2ccccc2c1=O (centres undefined)	22	-17	-2	-10	0	-3	-3	-7	0.1
COc1cc(/C=C/C(=O)N2CCN(c3n[nH]c(=O)[nH]c3=O)CC2)cc(OC)c1OC	10	-9	1	-13	-2	-7	0	-9	0.0
Cc1c(C(=O)N2CCCC2)sc(NC(=O)c2ccc(Cl)cc2)c1C#N	4	-24	-19	0	0	-36	-1	-4	-0.5

(next part)
Molecule	Hck Nef HTS	NCF1 inh	EBV gp42 inh	MDM2 E3 inh	Runt-SMMHC FRET	Tb hexokinase	Runt-CBFb FRET	14-3-3 Bad PPI	zVAD death inh
COC(=O)c1sc(NC(=O)c2ccco2)c(C#N)c1C	23	-21	-13	/	7	-41	13	3	-0.9
NC(=O)C1CCN(Cc2nc3c(Br)cc(Br)cc3c(=O)[nH]2)CC1	-6	-7	-4	-6	-3	-8	0	-7	2.0
c1ccc(Nc2scc(-c3ccccc3)[n+]2Cc2ccco2)cc1	22	-20	-19	0	3	2	5	-17	0.7
COc1ccc(NC(=O)C2CCCN2C(=O)NCc2ccccc2)cc1 (centres undefined)	19	3	-22	-42	-1	-7	2	-2	-0.4
Fc1cccc2sc(Nc3nc4c(F)cccc4s3)nc12	8	-11	-8	9	12	-13	3	-12[fluorescence artefact?]	1.4
Cc1c(C(=O)NCC2CCCO2)oc2ccc(S(=O)(=O)N3CCCCC3)cc12 (centres undefined)	-7	7	-1	/	-5	-1	3	3	/
CC(C)CC(=O)NC1(C(F)(F)F)C(=O)Nc2c1c(=O)n(C)c(=O)n2C (centres undefined)	9	-7	-24	2	1	6	2	8	0.4
COc1ccc(OC(=O)CCN2C(=O)C3C4C=CC(C4)C3C2=O)cc1 (centres undefined)	4	-3	-18	-13	3	-2	2	-2	-0.8
CCSc1ncnc2c1oc1ccccc12	2	-11	-20	-2	-2	2	-2	30	0.3
COc1cc(OC)cc(C(=O)Nc2ccc3c(c2)COC3=O)c1	-6	-17	-22	4	-2	7	1	3	0.1

Further records follow:
Molecule	Hck Nef HTS	NCF1 inh	EBV gp42 inh	MDM2 E3 inh	Runt-SMMHC FRET	Tb hexokinase	Runt-CBFb FRET	14-3-3 Bad PPI	zVAD death inh
Cc1cc(NC(=O)CN2CCN(S(=O)(=O)c3ccc4ccccc4c3)CC2)no1	1	6	5	-12	-5	-4	1	1[fluorescence artefact?]	-0.1
CCCc1nc(SCC(=O)N2CCc3ccccc32)c2c(C)c(C)sc2n1	1	-4	1	-5	0	-1	-2	-3[fluorescence artefact?]	0.8
Cc1ccc(C(=O)Cn2c(-c3ccccc3)noc2=O)cc1	23	-18	-3	-2	1	-4	-2	-9	0.2
COc1cc2c3c(c1)c(C1=NC(=S)NC1=O)c(O)n3C(C)(C)C=C2C	12	-2	-16	-3	4	-8	-1	7[fluorescence artefact?]	-0.5
CCCC1S/C(=N/N=C/c2ccc(OC)cc2)N(Cc2ccccc2)C1=O (centres undefined)	-15	-5	6	-4	0	19	0	9	-0.3
CCO[C@@H]1OC(C(=O)NC2CC2)=C[C@H](c2ccc(Br)cc2)[C@H]1CCCO	26	-14	-9	8	4	-6	2	-7	-1.1
Cc1nc(C)c(C(=O)C2=C(O)C(=O)N(CCN(C)C)C2c2cccs2)s1 (centres undefined)	2	-2	-21	13	2	-21	3	-8	0.2
CCOc1cc(S(=O)(=O)N(CC)CC)ccc1F	-25	-3	2	-16	1	-1	0	-6	-0.1
NC(=O)c1ccccc1N/C=C/C(=O)c1cccs1	8	-11	-21	-28	8	-10	1	-22	0.3
CCCC12CN3CC(C)(CN(C1)C3c1ccc(OC(C)C)cc1)C2=O (centres undefined)	1	-5	-5	-11	3	-8	-1	/	0.1

Next part:
Molecule	Hck Nef HTS	NCF1 inh	EBV gp42 inh	MDM2 E3 inh	Runt-SMMHC FRET	Tb hexokinase	Runt-CBFb FRET	14-3-3 Bad PPI	zVAD death inh
Cn1c(=O)c2c(nc(SCc3ccccc3)n2Cc2ccc(Cl)cc2)n(C)c1=O	18	2	0	6	-5	1	-6	-7[fluorescence artefact?]	0.3
Cn1c(C(=O)NCCN2CCCCCC2)cc2c(=O)n(C)c3ccccc3c21	0	-12	-25	-4	0	6	6	17[fluorescence artefact?]	84*
O=C1C(C=NCC2CCCO2)=C(O)c2ccccc21 (centres undefined)	0	-12	-4	-12	2	-30	-2	-1[fluorescence artefact?]	0.1
COc1ccc(CCNS(=O)(=O)c2cn(C)c(=O)n(C)c2=O)cc1	1	-7	-12	-6	-5	-5	1	0	0.4
Cc1cc(C)c2c(NC(=S)NC(=O)c3ccccc3)n[nH]c2n1	21	-19	-24	-5	1	-5	1	-8	0.6
CC(=O)c1cc2c(cc1NC(=O)CSc1nc3ccc(C)cc3[nH]1)OCO2	0	-13	-18	-5	-4	-5	-2	-2	0.5
COc1ccc(C(c2nnnn2CCc2ccccc2)N2CCN(C3CCCC3)CC2)cc1OC (centres undefined)	1	-6	-10	-13	0	8	-1	66[fluorescence artefact?]	0.6
Cc1nc2ccccc2c(=O)n1NC(=O)C1CCCCC1	0	-6	-14	-6	-1	3	-1	-5	-0.2
COc1ccc(/C=N/n2cnnc2)cc1Cn1nc(C)c([N+](=O)[O-])c1C	-8	-7	-8	-1	-1	-4	-1	-3	1.4
Cc1ccccc1Nc1nc(N)nc(CSc2n[nH]c(N)n2)n1	12	-2	-20	-6	-2	-4	1	0	1.5

Next results follow:
Molecule	Hck Nef HTS	NCF1 inh	EBV gp42 inh	MDM2 E3 inh	Runt-SMMHC FRET	Tb hexokinase	Runt-CBFb FRET	14-3-3 Bad PPI	zVAD death inh
CCn1cc([N+](=O)[O-])c(C(=O)N2N=C(c3ccc4ccccc4c3)CC2c2cc(Br)ccc2O)n1 (centres undefined)	2	-20	-10	5	-8	-14	-7	-1	0.8
CC1=CC2=NC(=O)/C(=C\c3cccn3CCOc3ccc(C)c(C)c3)C(=N)N2O1	1	-61	4	-8	-14	7	-9	6[fluorescence artefact?]	-0.6
COCc1cc(=O)[nH]c(Nc2nc(C)c3ccccc3n2)n1	-2	-12	-16	-9	4	-15	1	-2	1.6
CC1CCCCN1CCCNC(=O)c1cc(Br)c(Br)[nH]1 (centres undefined)	0	-10	-12	-18	-2	-5	-1	-3	0.5
Cc1ccc(-c2nnn(CC(=O)N(Cc3ccco3)C(C(=O)NC3CCCC3)c3cccs3)n2)o1 (centres undefined)	-6	-8	-4	-3	0	-6	-2	5	-0.1
C/C=C(/C(=C/C)c1ccc(O)cc1)c1ccc(O)cc1	-7	-13	8	/	1	-2	-1	7	0.7
Cc1cc(C)c2nc(C(F)(F)F)c(C#N)c(N)c2c1	25	-54	-14	-19	1	-6	1	-3	-0.1
COc1cc2ccccc2cc1C(=O)O	-1	2	-2	1	-1	-11	2	3	0.5
CCN(CC)CC(O)CCCCCCCCC(=O)OC (centres undefined)	5	-10	-12	-17	-7	-4	-1	5	0.1
